RBX1-CUL1 inh: blocks human RBX1-Cullin-1 di-ubiquitin formation; P62877+Q13616; in vitro K48 di-Ub FRET, acceptor:donor ratio, 45 min; inhibition, % at 10 µM; 140,000 compounds, 0.6% hits; AID 1347404; in the data active means inhibition above about 25%
Target sequence (P62877 whole entry, looked up): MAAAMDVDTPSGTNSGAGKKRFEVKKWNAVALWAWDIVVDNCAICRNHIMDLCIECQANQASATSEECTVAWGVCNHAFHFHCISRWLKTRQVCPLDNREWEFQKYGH
Target sequence (Q13616 whole entry, looked up): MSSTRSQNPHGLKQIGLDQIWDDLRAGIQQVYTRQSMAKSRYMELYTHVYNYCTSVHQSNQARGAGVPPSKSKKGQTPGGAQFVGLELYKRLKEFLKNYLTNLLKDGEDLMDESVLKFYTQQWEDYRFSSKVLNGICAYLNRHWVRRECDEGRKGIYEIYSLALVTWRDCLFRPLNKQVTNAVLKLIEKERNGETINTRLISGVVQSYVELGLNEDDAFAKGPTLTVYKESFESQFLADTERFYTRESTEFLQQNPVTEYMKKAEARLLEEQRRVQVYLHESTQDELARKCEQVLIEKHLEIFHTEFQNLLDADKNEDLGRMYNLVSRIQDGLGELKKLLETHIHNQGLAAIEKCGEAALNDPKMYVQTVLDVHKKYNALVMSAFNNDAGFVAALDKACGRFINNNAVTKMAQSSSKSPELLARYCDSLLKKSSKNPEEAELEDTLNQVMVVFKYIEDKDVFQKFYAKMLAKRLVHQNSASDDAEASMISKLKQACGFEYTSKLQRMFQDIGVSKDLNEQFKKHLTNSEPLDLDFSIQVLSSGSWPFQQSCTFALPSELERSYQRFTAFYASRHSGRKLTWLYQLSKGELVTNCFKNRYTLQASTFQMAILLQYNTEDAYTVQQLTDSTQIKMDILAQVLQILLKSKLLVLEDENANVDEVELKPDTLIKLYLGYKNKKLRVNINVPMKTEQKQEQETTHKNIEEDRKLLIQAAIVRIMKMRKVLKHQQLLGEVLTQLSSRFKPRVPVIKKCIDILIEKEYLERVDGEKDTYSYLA
* hit, by the source's call.

A first look (four entries):
SMILES,RBX1-CUL1 inh
COc1ccc(CCNC(=O)CC2C(=O)NCCN2C(C)C)cc1 (stereo unspecified),-3.5
CCCC(CCC)C(=O)Nc1ccc2c(c1)C(=O)N(CCC(=O)O)C2=O,-4.0
COC(=O)Nc1ccc(S(=O)(=O)N2CCCC(C(=O)NC3CCS(=O)(=O)C3)C2)cc1 (stereo unspecified),6.4
COCCNC(=O)c1[nH]c2cc(C)ccc2c1Sc1ccc(Cl)cc1,2.3

Main list, from the first entry:
SMILES,RBX1-CUL1 inh
COc1ccc(CCNC(=O)CC2C(=O)NCCN2C(C)C)cc1 (stereo unspecified),-3.5
CCCC(CCC)C(=O)Nc1ccc2c(c1)C(=O)N(CCC(=O)O)C2=O,-4.0
COC(=O)Nc1ccc(S(=O)(=O)N2CCCC(C(=O)NC3CCS(=O)(=O)C3)C2)cc1 (stereo unspecified),6.4
COCCNC(=O)c1[nH]c2cc(C)ccc2c1Sc1ccc(Cl)cc1,2.3
CCc1ccc(NC(=S)NNC(=O)c2ccccc2OC(F)F)cc1,-4.6
COc1ccc(OC(=O)c2ccc(C(F)(F)F)cc2)cc1,1.9
Cc1ccc(Cl)cc1NC(=O)CN(C)S(=O)(=O)c1ccc2c(c1)n(C)c(=O)c(=O)n2C,0.2
CN(CC(=O)Nc1ccc(F)c(Cl)c1)C1CCCCC1,-0.8
O=C1Oc2ccccc2C2(O)C3CCCC3C12 (stereo unspecified),-3.0
Cc1ccc(Oc2ccc([N+](=O)[O-])cn2)cc1,-10.0
O=C(O)c1ccc(CNCC(O)c2ccccc2)cc1 (stereo unspecified),-3.5
Cc1ccc(C)c(NC(=O)c2nnn(-c3cc(Cl)ccc3C)c2C)c1,-2.7
CCOc1ccc(NC(=O)C2CCCN(c3nn4cc(-c5ccc(OC)cc5)nc4s3)C2)cc1 (stereo unspecified),-1.9
Cc1cc(SCC(=O)Nc2ccc(Cl)cc2)nc2ccccc12,0.0
O=C(Nc1cccc(Cl)c1)C1CCCN(c2nn3cc(-c4ccc(F)cc4)nc3s2)C1 (stereo unspecified),-5.4
O=C(c1ccc2c(c1)N(Cc1cccc(Cl)c1)C(=O)c1ccccc1S2(=O)=O)N1CCN(c2cccc(C(F)(F)F)c2)CC1,-8.2
Cc1ccccc1OCC(=O)NCC(c1ccc(Cl)cc1)N1CCOCC1 (stereo unspecified),2.8
COc1ccc(Cn2c(=O)c3oc4ccccc4c3n(Cc3ccccc3)c2=O)cc1,-5.1
Cc1c(-c2n[nH]c(=S)o2)sc2nc3n(c(=O)c12)CCC3,7.3
O=C(NN1C(=O)c2cc(I)ccc2NC1c1ccc(-c2ccc([N+](=O)[O-])cc2)o1)c1ccc(Cl)cc1 (stereo unspecified),-1.2
CC(=O)[C@@H]1CCCC(=O)[C@@H]2CC[C@@H](C)[C@@H]12,-4.0
CCCC(C)c1n[nH]c2c1CN(c1cc(-n3cc(C)cn3)ncn1)CC2 (stereo unspecified),-2.3
O=C(Cc1ccc(F)cc1)N1CCc2cc(S(=O)(=O)N3CCOCC3)ccc21,12.5
Cc1ccc(NC(=O)c2cncc(Br)c2)c([N+](=O)[O-])c1,-2.6
N#Cc1c(N)nc(SCC(=O)c2ccc([N+](=O)[O-])cc2)c(C#N)c1-c1ccccc1,-0.6
Cc1oc2ccc(O)c(CN3CCOCC3)c2c1C(C)O (stereo unspecified),2.0
COc1ccc(-c2c(C)c3c(n2C2CCCCC2)C(c2ccccc2)Oc2ccccc2-3)cc1 (stereo unspecified),-17.6
COc1ccc(NC(C)=O)c(OC)c1,0.6
CCOc1ccc2oc(=O)cc(CN3CCN(c4ccccc4)CC3)c2c1,11.4
Cc1ccc(C(=O)O)cc1NC(=O)C1CCCO1 (stereo unspecified),11.4
O=c1[nH]c(C2CCCN(S(=O)(=O)c3ccccc3)C2)nc2c1nnn2Cc1ccc(OC(F)(F)F)cc1 (stereo unspecified),0.6
Cc1ccc(N2CC(c3nnc(NC(=O)c4ccco4)s3)CC2=O)cc1Cl (stereo unspecified),-5.4
CCON(C(=O)OC)c1c(F)c(F)c(N(OCC)C(=O)OC)c(F)c1F,-3.1
O=C(C1CCC(=O)N(C2CCCC2)C1)N1CCSCC1 (stereo unspecified),-1.4
CC(C)CCNC(=O)c1ccc(Cl)c(Cl)c1,-4.9
Cc1ccc(C)c(S(=O)(=O)Nc2ccc3oc(=O)sc3c2)c1,-3.7
O=C(COc1ccc(Cl)cc1-c1ccno1)N/N=C\C1=C(Cl)c2cc(Cl)ccc2OC1,-8.2
Fc1ccc(-c2nnc3c(N4CCCCC4)nc4ccccc4n23)cc1,1.7
CCOC(=O)c1ccc(N2C(=O)c3n[nH]c(C)c3C2c2cccc(Br)c2)cc1 (stereo unspecified),4.3
CSc1ccc(NC(=O)c2sc3nc4c(c(-c5cccnc5)c3c2N)CCCC4)cc1,3.7
Cn1c2ccccc2c2nnc(SCC(=O)NCCc3ccc(S(N)(=O)=O)cc3)nc21,-1.6
Cc1ccc2c(CNCC(C)c3ccccc3)c(C(=O)O)n(Cc3ccccc3C)c2c1 (stereo unspecified),-8.5
Cc1ccc(C(=O)Nc2cccc(C(=O)OCc3ccc(Br)cc3)c2)cc1,-2.9
CCCCCCOC(=O)C(CC)Sc1n[nH]c(=O)[nH]c1=O (stereo unspecified),-5.4
Cn1ncc(N2CCC(CNC(=O)COc3ccc4c(c3)OCO4)C2)cc1=O (stereo unspecified),2.6
CCOC(=O)c1cccc(NC(=O)CCn2nc(C)c3c(C)n(-c4ccccc4)nc3c2=O)c1,-0.9
COCCN(Cc1ccccn1)C(Cc1ccccc1)C1CCN(Cc2cc(OC)ccc2O)CC1 (stereo unspecified),-4.5
COc1ccccc1-n1cc(CN2CCC(CCC(=O)NC3CC3)CC2)cn1,-6.7
COc1ccc(OC)c(S(=O)(=O)N2CCC(C(=O)NCc3cccnc3)CC2)c1,-6.2
CSc1nccc(-c2cc(Cl)c3c(c2)CC(CNC(=O)c2cc(C(C)C)on2)O3)n1 (stereo unspecified),-2.1

(cont.)
SMILES,RBX1-CUL1 inh
CN(C)c1nc(Oc2ccc(=O)[nH]n2)nc(N2CCCCC2)n1,7.0
C#CCN(CC=C)C(=O)c1ccc(OC2CCN(C(=O)COC)CC2)cc1,-5.2
CSc1ncc(Sc2ccccc2)c(C(=O)O)n1,-10.3
COc1ccc(-c2nc3ncccc3o2)cc1NC(=O)C(C)(C)C,-7.4
Cc1cc(C(=O)O)ccc1-c1ccc(/C=C2\SC(=O)N(CC(=O)N3CCOCC3)C2=O)o1,0.1
CC12CCC(C(=O)Nc3ccccc3Cl)(c3nc4ccccc4nc31)C2(C)C (stereo unspecified),11.4
CCOC(=O)NC(NCC(O)c1ccccc1)(C(F)(F)F)C(F)(F)F (stereo unspecified),6.7
NC(=O)C1(N2CCCCC2)CCN(C(=O)NC2CCCCC2)CC1,5.3
CC(C)(C)c1cc(N)ccc1[N+](=O)[O-],9.3
CCN(CC)C1CCN(c2nncc(-c3ccc(OC)cc3)n2)C1 (stereo unspecified),0.8
FC(F)(F)c1cc(C(F)(F)F)n2nc(-c3ccccc3)cc2n1,-13.5
CCc1noc(C)c1C(=O)Nc1ccc(Br)c(Cl)c1,1.3
C=C(C)[C@@H]1CC=C(CN2CCC(N3CCC(C(=O)N4CCCC4)CC3)CC2)CC1,-7.5
CCOC(=O)CCc1c(C)nc2cc(-c3cc(OC)cc(OC)c3)[nH]n2c1=O,-0.4
NC(=O)C1(N2CCCCC2)CCN(C(=O)c2ccc(F)cc2)CC1,-3.5
S=c1[nH]nc(-c2ccc(Br)o2)n1Cc1ccccc1,0.8
Cc1cc(C)cc(N2C(=O)CSC23CCC(C(C)(C)C)CC3)c1 (stereo unspecified),6.7
COc1ccc(/C=C2\N=C(c3cccc(F)c3)OC2=O)cc1OCc1ccc(C)cc1,0.9
CCOC(=O)C(NC(=O)CC)(Nc1cc(C)on1)C(F)(F)F (stereo unspecified),2.8
CCc1nnc(NC(=O)C2CCCCC2)s1,-1.4
CC(C)(C)C(=O)NC(c1ccccc1)c1c(O)ccc2ccccc12 (stereo unspecified),-4.1
O=C(NC1(C(F)(F)F)NC(=O)N(c2ccc(OC(F)(F)F)cc2)C1=O)c1ccccc1 (stereo unspecified),-4.8
COc1cc(CNC2CCCC2)ccc1OCCO,-6.6
CCc1ccc(NC(=O)C(=O)NCC(c2cccnc2)N2CCOCC2)cc1 (stereo unspecified),-1.7
CCn1c(CNC(=O)c2ccc(OC)cc2)nnc1SCC(=O)Nc1ccc(OC)cc1,-12.3
O=C(NNS(=O)(=O)c1cccc([N+](=O)[O-])c1)C(=O)NC1CCCCC1,3.5
N#Cc1cccc(NC(=O)CCNS(=O)(=O)c2ccc3c(c2)CCN3C(=O)C2CC2)c1,-8.1
O=C(CN(c1cccc(C(F)(F)F)c1)S(=O)(=O)c1ccccc1)N1CCc2ccccc2C1,-4.0
C=CCNC(=O)N1CCC(N2CCCC(C(=O)NC3CC3)C2)CC1 (stereo unspecified),7.1
O=c1cc(C2CCNCC2)nc(CCc2ccccn2)[nH]1,4.0
CC(=O)c1ccc(NC(=O)CCSc2nc(-c3ccco3)cc(C(F)(F)F)n2)cc1,-5.1
Cc1cnc(C)c(-c2ccc3c(c2)CC(CNC(=O)c2ccc(OC(C)C)cc2)O3)n1 (stereo unspecified),3.2
CC1=Nc2ccccc2C1=Cc1c(N)n2nc(COc3ccccc3C)sc2nc1=O,-4.3
NC(=O)c1ccc(C2CCCN2C(=O)COc2ncnc3ccccc23)s1 (stereo unspecified),-2.2
CCCCCCSc1nc(N)c2c3c(sc2n1)CCCC3C (stereo unspecified),-2.7
CCn1c(=O)c2c(nc3n(-c4ccccc4OC)c(C)c(C)n23)n(C)c1=O,-12.8
O=C(NNC(=O)c1ccc(NC(=O)C2CC2)cc1)c1ccc(F)cc1,-3.4
CCC(CC)C(=O)Nc1cc(OC)ccc1OC,-4.2
Cc1ccc(C)c(NCC(=O)NNC(=S)Nc2ccccc2)c1,1.3
COc1c(I)cc(I)cc1/C=C1\C(=O)NN(c2cccc(Cl)c2)C1=O,48.4*

A run of entries from further up, as a working copy:
SMILES,RBX1-CUL1 inh
O=C(NNC(=O)c1ccc(NC(=O)C2CC2)cc1)c1ccc(F)cc1,-3.4
CCC(CC)C(=O)Nc1cc(OC)ccc1OC,-4.2

Next section
SMILES,RBX1-CUL1 inh
COC(=O)c1c(SC)nc2ccccc2c1OCc1ccccc1C,-7.1
O=C(NC1CCCCC1)c1ccc(Cl)c(NC(=O)c2ccccc2F)c1,-4.8
Cc1ccc(OCc2ccc(C(=O)NCc3ccc(Cl)cc3)o2)c([N+](=O)[O-])c1,-10.5
Cc1nonc1CN(C)C(=O)Cn1ncc(N(C)C)cc1=O,3.8
NC(=O)CCn1c(=O)oc2ccccc21,0.9
C/C(=N\NC(=O)Cc1ccc(Br)cc1)c1ccc(NC(=O)c2ccc(F)cc2)cc1,7.0
Cc1ccc(NC(=O)Cc2ccc(F)cc2)cc1O,-1.4
CCC(C)NC(=O)Cn1c(=O)n(CCCCCC(=O)NCc2ccccc2Cl)c(=O)c2sccc21 (stereo unspecified),2.2
O=C(CN1C(=O)c2cccc3cccc(c23)C1=O)NCc1ccc2c(c1)OCO2,0.7
CC(C)(C)NC(=O)c1ccc(CN2CCc3ccccc3C2)cc1,-8.0
Fc1ccc(-n2c(-c3ccc4nccnc4c3)n[nH]c2=S)cc1,-2.3
COCCCNC(=O)c1ccc(Cn2c(=O)c3ccccc3n(Cc3ccc(Cl)cc3)c2=O)cc1,-5.2
COc1ccc(NC(=O)c2cnc3cc(C)ccn3c2=O)c(OC)c1,-2.0
Cc1ccc(Cn2cc(CCC(=O)NC3CCC(C)CC3)c3ccccc32)cc1 (stereo unspecified),-0.1
CCOc1ccc(NC(=O)c2ccccc2OCC(=O)c2ccc(C)cc2)cc1,6.5
O=C(N/N=C/c1ccc2c(c1)OCO2)C(O)(c1ccc(Br)cc1)c1ccc(Br)cc1,-4.5
CC(C)CCNC(=O)Cn1cc(S(=O)(=O)Cc2ccc(F)cc2)c2ccccc21,-1.4
CC(=O)c1ccc(NC(=O)C(=O)c2c[nH]c3ccccc23)cc1,1.1
Cc1ccc(C)c(S(=O)(=O)NCC(=O)Nc2sc3c(c2C(N)=O)CCCCC3)c1,3.1
CCOc1ccc(NC(=O)Nc2nnc(N3CCCCC3C)s2)cc1 (stereo unspecified),10.0
CC(=O)c1ccc(NC(=O)COc2ccc(Br)cc2C)cc1,-6.4
CCCS(=O)(=O)c1c(S(=O)(=O)CCC)c2c3ccccc3ccn2c1C(=O)c1ccc(C)cc1C,-0.8
Cn1c(=O)c2c(SCC(=O)NCc3ccco3)nc(-c3ccccc3F)nc2n(C)c1=O,7.1
COCCOC(=O)c1nnsc1Br,0.5
O=C(CCC(=O)Nc1ccccc1)NNC(=O)COc1ccccc1,-3.0
Cn1ccc(CC(=O)N2CCC(N3CCC(C(=O)N4CCOCC4)CC3)CC2)c1,-13.1
CCCc1[nH][nH]c(=O)c1C(c1ccc(Br)cc1)C(C#N)C#N (stereo unspecified),-5.8
CCCOC(=O)c1c(-c2ccccc2Cl)csc1NC(=O)COc1ccccc1Cl,2.4
COc1ccccc1Nc1nn2c(=O)c3ccc(C(=O)N4CCCCC4)cc3nc2s1,-1.6
Nc1ncc(S(=O)(=O)NCc2cccc(Cl)c2)cn1,-10.1
CSc1cccc(NC(=O)c2cccnc2)c1,2.2
CCc1ccccc1NC(=O)Cn1nnc(C(=O)Nc2ccc(C)c(F)c2)c1N,0.7

Assay outcomes (PubChem BioAssay)

An excerpt, so the mix of outcomes need not match the whole.
